Screens as filed in PubChem BioAssay.
KRASV12 cytotoxicity: viability loss of HPDE-C7K cells – cell-based, fluorescence, HTS, primary screen (AID 431). HPDE-C7K KRASV12 cells, Alamar Blue viability, 48 h; higher % means a stronger effect. cytotoxicity, % at 10 µM; hits with a dose series show EC50 in µM. 63,000 tested, 1.7% active;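 active = compounds whose percent cytotoxicity in the single-dose primary screen, scaled between solvent and toxic-drug controls, exceeds 50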;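 note: 0% = DMSO solvent wells and 100% = doxorubicin-treated wells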
HPDE-C7 viability: cytotoxicity in HPDE-C7 cells, cell-based, fluorescence, HTS (AID 430). HPDE-C7 pancreatic duct cells viability, fluorescence; higher % means a stronger effect. cytotoxicity, % at 10 µM; hits with a dose series show EC50 in µM. 63,000 tested, 1.8% active;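 note: cells exposed to compound for 48 hours before viability readout; 0% = vehicle and 100% = reference cytotoxic drug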
PMK inhibit: inhibitors of Streptococcus pneumoniae phosphomevalonate kinase. purified PMK, PK/LDH-coupled NADH absorbance 340 nm. inhibition, % at 10 µM. 65,000 tested, 0.49% active. AID 539;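 active = top-ranked compounds by inhibition in the single 10 µM screen, taking a fixed number of the strongest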;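 note: 0% = full reaction with DMSO carrier and 100% = background rate without enzyme reaction; no value below 0 was filed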
Spn MK inh: blocks S. pneumoniae mevalonate kinase; 65,000 tested, 0.48% active; purified MK, PK/LDH-coupled NADH absorbance 340 nm; inhibition, % at 10 µM;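 active = ranked among the strongest by inhibition in the single 10 µM screen, a fixed top-ranked set picked for dose follow-up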; note: no value below 0 was filed
LYP inhibition: LYP phosphatase inhibitors, primary screen, biochemical, DiFMUP fluorescence, recombinant catalytic domain, 10 µM (AID 606); 52,000 tested, under 10 active; recombinant LYP catalytic domain, DiFMUP fluorescence; higher % means a stronger effect; one-dose inhibition, % at 10 µM; IC50 in µM for titrated hits;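 active = IC50 under 40 µM in the dose-response test; inactive = IC50 of 40 µM or more, or never dose-tested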
Bfl-1 inhibitors: displacement of Bid BH3 peptide from Bfl-1 – biochemical, fluorescence polarization, FITC-Bid, mouse, primary screen (AID 432). FITC-Bid BH3 peptide fluorescence polarization displacement; higher % means a stronger effect. displacement, % at 20 µM; hits with a dose series show IC50 in µM. 64,000 tested, 0.02% active; in the data active = a potency from the dose series; inactive = the rest, 99 in 100 with displacement below about 15%; note: strong numbers were not always called active
Spn DPM-DC inh: inhibitors of Streptococcus pneumoniae diphosphomevalonate decarboxylase. purified DPM-DC, PK/LDH coupled NADH fluorescence. calls only at 10 µM. 65,000 tested, 0.49% active;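 active = the 320 compounds with the highest percent inhibition in the single-dose primary screen, excluding strongly autofluorescent ones, cut at about 32% in these data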;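 note: kinetic rate of NADH fluorescence loss reporting ADP formed by the decarboxylase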
HT1080 cytotoxicity: HT1080 cell viability loss – fluorescence readout (AID 620); one-dose cytotoxicity, % at 10 µM; EC50 in µM for titrated hits; 87,000 tested, 0.42% active; HT1080 viability, fluorescence; higher % means a stronger effect;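 note: cells exposed to compound overnight then 4 h with Alamar Blue; 0% = vehicle DMSO and 100% = killing control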
TNAP inhibition: inhibition of tissue-nonspecific alkaline phosphatase – biochemical, luminescent (AID 518); 64,000 tested, 0.09% active; purified TNAP enzyme, luminescent substrate readout; higher % means a stronger effect; one-dose inhibition, % at 20 µM; IC50 in µM for titrated hits; in the data active = a potency from the dose series; inactive = the rest, 99 in 100 with inhibition below about 22%;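 note: plate controls were vehicle for no effect and reference inhibitor for full effect; many of its hits are not listed in these tables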
PMK inhibit pilot replicates: also measured in PMK inhibit; calls as there; inhibition, %; measured here: pilot screen replicates
Spn MK inh pilot replicates: recorded beside Spn MK inh, whose call it bears; inhibition, %; measured here: pilot screen replicates
Spn DPM-DC inh pilot screen %: also measured in Spn DPM-DC inh; calls as there; inhibition, %; measured here: pilot screen trials
Numbers without * were called inactive; i = inactive; / = not tested or not shown. Cut-off read from the data, not from the text of the source, unless noted: active = cytotoxicity above about 50%; inactive = the rest.

The opening 2 records (preview)
SMILES	KRASV12 cytotoxicity	HPDE-C7 viability	PMK inhibit	Spn MK inh	LYP inhibition	Bfl-1 inhibitors	Spn DPM-DC inh	HT1080 cytotoxicity	TNAP inhibition	others
O=C(Nc1ccc2c(c1)OCCO2)C1CCCN(S(=O)(=O)c2cnc[nH]2)C1 (stereo not drawn)	-2%	-1%	5	1	-1%	-2%	i	0%	20%	PMK inhibit pilot replicates=5.0;Spn MK inh pilot replicates=3.0;Spn DPM-DC inh pilot screen %=1.5
O=S(=O)(c1ccc(C2CCCCC2)cc1)N1CCN(c2ncccn2)CC1	1%	-16%	5	10	4%	-4%	i	/	11%

The list itself, from the first entry:
SMILES	KRASV12 cytotoxicity	HPDE-C7 viability	PMK inhibit	Spn MK inh	LYP inhibition	Bfl-1 inhibitors	Spn DPM-DC inh	HT1080 cytotoxicity	TNAP inhibition	others
O=C(Nc1ccc2c(c1)OCCO2)C1CCCN(S(=O)(=O)c2cnc[nH]2)C1 (stereo not drawn)	-2%	-1%	5	1	-1%	-2%	i	0%	20%	PMK inhibit pilot replicates=5.0;Spn MK inh pilot replicates=3.0;Spn DPM-DC inh pilot screen %=1.5
O=S(=O)(c1ccc(C2CCCCC2)cc1)N1CCN(c2ncccn2)CC1	1%	-16%	5	10	4%	-4%	i	/	11%
CCn1c(C(=O)NCCCc2ccccc2)cc2sccc21	2%	-3%	6	5	4%	11%	i	2%	6%
CCC(=NCc1ccccc1)C1=C(O)C(C(=O)OC)C(C)(C)CC1=O (stereo not drawn)	-14%	3%	17	0	6%	-1%	i	-9%	9%
CCc1ccc(NC(=O)C2CC=CCC2C(=O)O)cc1 (stereo not drawn)	-4%	-1%	10	12	3%	-1%	i	3%	2%
COc1ccc(C(=O)N2CCCC(c3ccccc3)C2)cc1 (stereo not drawn)	15%	-9%	0	0	3%	1%	i	-9%	12%
CSc1ccc(CNc2ccccn2)cc1	-2%	-10%	16	2	/	1%	i	9%	11%
CCCc1cc(=O)oc2c(CN3CCCC3)c(O)c(Cl)cc12	5%	4%	6	0	11%	8%	/	-1%	4%
CCOC(=O)Cc1c(C)nc2c(-c3ccccc3)c[nH]n2c1=O	-7%	-6%	9	3	9%	4%	/	0%	7%
Nc1nc(CSc2nnnn2-c2ccc(F)c(Cl)c2)nc(N2CCOCC2)n1	-17%	-12%	3	7	11%	0%	i	-1%	3%
CC(C)Oc1cccc(-c2cc(C(=O)N3CCN(S(C)(=O)=O)CC3)c3ccccc3n2)c1	12%	5%	0	4	15%	-6%	i	8%	11%	PMK inhibit pilot replicates=1.0;Spn MK inh pilot replicates=4.0;Spn DPM-DC inh pilot screen %=5.5
CC(=O)c1ccc(NC(=O)C2CCN(S(=O)(=O)c3cccc4cccnc34)CC2)cc1	-7%	-1%	6	8	-7%	-8%	i	-3%	9%	PMK inhibit pilot replicates=3.5;Spn MK inh pilot replicates=1.5;Spn DPM-DC inh pilot screen %=0.0
CCN(CC)CCCN1C(=O)CSC1c1ccc2c(c1)OCO2 (stereo not drawn)	5%	-1%	19	0	-8%	-2%	i	0%	11%
CCC(C)NC(=O)CSc1nc2n[nH]c(C)c2c(=N)n1-c1ccc(OC)cc1 (stereo not drawn)	-6%	-22%	10	5	0%	4%	i	-5%	0%
CCN1CC=C2C(C#N)=C(N)C(C#N)(C#N)C(c3cc(Cl)ccc3Cl)C2C1 (stereo not drawn)	10%	17%	12	3	-7%	66%	i	7%	19%
CCCCC(=O)Nc1ccc(F)c(Cl)c1	1%	-7%	3	7	6%	4%	i	7%	10%
Cc1c(C2CC(=O)N(c3ccccc3)C2=O)[nH]n(-c2ccccc2)c1=O (stereo not drawn)	0%	13%	0	3	6%	-6%	i	-7%	6%
CCOC(=O)Cc1csc(NC(=O)c2csc3c2CCCC3)n1	-2%	1%	9	7	6%	2%	i	-9%	10%
COc1ccccc1C(=O)NC(C)C(c1cccs1)N1CCN(C)CC1 (stereo not drawn)	8%	-22%	15	0	1%	-6%	i	2%	8%	PMK inhibit pilot replicates=0.5;Spn MK inh pilot replicates=1.5;Spn DPM-DC inh pilot screen %=0.5
Cn1c(SCC(=O)Nc2ccc(N3CCOCC3)c(Cl)c2)nnc1C(O)c1ccccc1 (stereo not drawn)	7%	1%	5	0	5%	-12%	i	-1%	7%
Cc1ccc(Cn2nnnc2CN2CCC(O)(c3ccccc3F)CC2)cc1	-10%	11%	0	2	-5%	-6%	i	-3%	9%	PMK inhibit pilot replicates=0.0;Spn MK inh pilot replicates=0.0;Spn DPM-DC inh pilot screen %=1.0
CCOC(=O)c1ccccc1NC(=O)Cn1cnc2c(oc3ccccc32)c1=O	-3%	3%	0	11	12%	-4%	i	/	7%
O=C(NCc1ccccc1)c1ccc(COCC(F)(F)F)o1	-7%	4%	1	2	12%	-3%	i	-10%	6%
Cn1nc(C(=O)NC2CCCCCC2)ccc1=O	6%	-5%	16	2	13%	-3%	i	5%	8%	PMK inhibit pilot replicates=6.0;Spn MK inh pilot replicates=2.5;Spn DPM-DC inh pilot screen %=1.0
Cc1ccccc1-c1nc(CS(=O)CC(=O)NCc2ccccc2)c(C)o1 (stereo not drawn)	14%	-4%	6	4	0%	-8%	i	-7%	5%
Cn1c(=NC(=O)CSCC(=O)N2CCCCC2)sc2ccccc21	-9%	-3%	0	5	14%	-1%	i	/	6%
COc1ccc(C(=O)N2CCN(C3CCCCC3)CC2)c(OC)c1	3%	-2%	6	7	4%	-6%	i	-3%	16%	PMK inhibit pilot replicates=0.0;Spn MK inh pilot replicates=0.0;Spn DPM-DC inh pilot screen %=0.0
Cc1c(C(=O)NCc2ccc3c(c2)OCO3)sc2nc(-c3ccc(F)cc3)cn12	0%	-12%	9	0	-2%	-4%	i	2%	5%
COc1ccc2oc(=O)c(C(=O)O)cc2c1	-20%	-2%	1	6	0%	7%	/	-12%	7%
Cc1n[nH]c(=O)nc1NCc1ccc(Cl)cc1	/	/	10	17	-11%	-1%	i	12%	16%
CS(=O)(=O)N1CCN(c2ccccc2NC(=O)c2cccnc2)CC1	6%	-10%	2	3	7%	1%	i	0%	14%
Cn1c(-c2ccc(CN3CCCCC3)o2)nc2ccccc21	6%	-10%	2	0	6%	3%	i	1%	6%
CCCn1cc(NC(=O)C2CC(c3cccc(Br)c3)=NO2)cn1 (stereo not drawn)	-6%	0%	5	9	14%	-7%	i	-4%	12%
Cc1oc(-c2ccc(Cl)cc2)cc1-c1nn2c(-c3ccoc3C)nnc2s1	40%	35%	6	3	-6%	-12%	i	-7%	18%	PMK inhibit pilot replicates=2.0;Spn MK inh pilot replicates=0.0;Spn DPM-DC inh pilot screen %=3.5
CCN(CC)C(C(=O)Nc1ccc2c(c1)OCO2)c1ccccc1 (stereo not drawn)	6%	5%	11	0	7%	-4%	i	9%	4%
CC(=O)NCCn1c(SCC(=O)NCc2ccco2)nc2ccccc2c1=O	2%	-15%	14	4	-6%	-2%	i	0%	7%
COc1ccc(OCC(=O)N2CCN(C(=O)COc3ccccc3)CC2)cc1	2%	2%	2	7	-5%	-5%	i	-1%	-8%
COc1ccc(-c2noc(COc3ccc(Cl)c(C)c3)n2)cc1	12%	12%	9	10	-4%	-8%	i	-2%	15%	PMK inhibit pilot replicates=2.5;Spn MK inh pilot replicates=1.5;Spn DPM-DC inh pilot screen %=1.0
CC1CCCC(C)N1C(=O)CSc1nnc(-c2c[nH]c3ccccc23)o1 (stereo not drawn)	2%	6%	15	9	14%	4%	i	0%	10%
Cc1ccc(C(C)C)cc1S(=O)(=O)NCc1cccnc1	1%	-1%	0	8	4%	2%	i	-7%	5%
O=C(O)Cc1ccc(NC(=O)C2CC=CCC2C(=O)O)cc1 (stereo not drawn)	6%	-6%	12	7	0%	-3%	i	3%	13%
COc1cccc(NC(=O)CCN2CCC(C(N)=O)CC2)c1	9%	0%	2	0	2%	-6%	i	12%	-3%
COc1cc(/C=c2\s/c(=C(/C#N)C(=O)N3CCCC3)n(-c3ccccc3)c2=O)ccc1O	7%	1%	9	0	/	-24%	i	-5%	15%
CCc1nc2c3cnn(-c4cc(Cl)ccc4C)c3ncn2n1	6%	2%	11	0	2%	-5%	i	-3%	10%
CCOC(=O)c1c(C)[nH]c(C(=O)OC)c1CCC(=O)OC	-37%	-10%	6	6	/	-7%	i	-5%	4%
Cc1ccccc1NC(=O)N1C2CCCC1CC(NC(=O)C(C)(C)C)C2 (stereo not drawn)	-4%	-5%	7	10	24%	-5%	i	-4%	8%
Cc1n[nH]c(C)c1S(=O)(=O)N1CCC(C(=O)O)CC1	8%	0%	11	5	12%	-2%	i	-3%	14%
CCN1C(=C2C(=O)c3ccccc3C2=O)C=Cc2ccccc21	4%	-21%	17	0	5%	-17%	i	12%	27%	PMK inhibit pilot replicates=0.0;Spn MK inh pilot replicates=1.0;Spn DPM-DC inh pilot screen %=3.5
Cn1c(=O)n(CCc2ccccc2)c(=O)c2c1nc1n2CCCN1c1ccccc1	-4%	-4%	/	/	23%	-6%	/	0%	12%
O=C(NC(Cc1ccccc1)C(=O)N1CCCC1C(=O)O)c1ccccc1 (stereo not drawn)	-1%	-7%	18	4	15%	1%	i	13%	-1%
CC(C)C(C(=O)NCC1CCCO1)N(Cc1ccco1)C(=O)CNS(=O)(=O)c1ccccc1 (stereo not drawn)	-17%	-19%	23	7	-1%	4%	i	-3%	4%
COc1cccc(-n2nc(C(=O)O)c3ccccc3c2=O)c1	-13%	-14%	9	5	7%	-13%	i	15%	-4%
CCc1nnc(NC(=O)C2CCCN2S(=O)(=O)c2ccc(F)cc2)s1 (stereo not drawn)	6%	-12%	13	0	-13%	-3%	i	-5%	6%
CCOC(=O)c1ccc(CC(=O)c2oc3cc(O)ccc3c2C)o1	3%	3%	9	0	7%	-5%	i	-8%	10%
CC(=O)N1CC2(C)CN(C(C)=O)CC(C)(C1)C2O (stereo not drawn)	2%	1%	11	8	-4%	5%	i	-1%	6%
Oc1c(C(c2cccs2)N2CCN(c3cccc(Cl)c3)CC2)sc2ncnn12 (stereo not drawn)	6%	5%	12	5	11%	-2%	i	-2%	11%
COc1ccc(NC(=O)CCn2cccc2)cc1	4%	-9%	9	1	9%	0%	i	-5%	8%
CC(C)Cc1cc(C(=O)NCc2cccs2)no1	-15%	-21%	6	8	-6%	-6%	i	-7%	1%
CCOC(=O)c1ccc(N2C(=O)C3CC=CCC3C2=O)cc1 (stereo not drawn)	2%	3%	0	1	14%	0%	i	3%	7%	PMK inhibit pilot replicates=3.0;Spn MK inh pilot replicates=0.0;Spn DPM-DC inh pilot screen %=0.5
CC(C)(C)n1nc2c(c1NC(=O)c1ccc(Br)cc1)CS(=O)C2 (stereo not drawn)	0%	1%	1	3	20%	-5%	i	6%	8%
O=C(NCCO)c1scc2c1OCCO2	-2%	-1%	3	7	0%	1%	i	15%	-1%	PMK inhibit pilot replicates=4.0;Spn MK inh pilot replicates=0.0;Spn DPM-DC inh pilot screen %=1.0
CCOc1ccccc1C1C(C#N)=C(N)SC(N)=C1C#N	-8%	-4%	2	9	/	-23%	i	-1%	10%
